# SENP8 block-1 – blocks the human protease SENP8; Q96LD8; purified SENP8, Z-RLRGG-aminoluciferin cleavage, luminescence; inhibition, % at 10 µM; hit rate 1.2% among 330,000; AID 2540; in the data active means inhibition above about 50%
# Target sequence (Q96LD8 whole entry, looked up): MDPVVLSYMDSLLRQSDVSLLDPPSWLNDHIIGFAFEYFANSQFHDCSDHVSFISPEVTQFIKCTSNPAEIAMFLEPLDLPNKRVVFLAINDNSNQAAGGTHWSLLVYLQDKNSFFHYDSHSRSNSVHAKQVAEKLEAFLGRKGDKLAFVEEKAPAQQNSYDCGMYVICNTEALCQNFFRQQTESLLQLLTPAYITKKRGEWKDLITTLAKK
# PfG6PD inh – PfG6PD (Plasmodium falciparum) enzyme inhibition. inhibition, % at 20 µM. PfGluPho enzyme, NADPH resazurin-diaphorase fluorescence. hit rate 0.78% among 350,000;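 active means inhibition reaching at least a set limit at 20 µM in the primary screen, cut at about 59% in these data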;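 further: 0% = DMSO wells with substrate and 100% = DMSO wells lacking glucose-6-phosphate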
# UBC13 polyUb – inhibitors of human UBC13 polyubiquitin chain formation; TR-FRET; AID 485273; inhibition, % at 20 µM; hit rate 0.47% among 330,000; in the data active means inhibition above about 45%, passing the limit was not always enough
# Target sequence (P61088 whole entry, looked up): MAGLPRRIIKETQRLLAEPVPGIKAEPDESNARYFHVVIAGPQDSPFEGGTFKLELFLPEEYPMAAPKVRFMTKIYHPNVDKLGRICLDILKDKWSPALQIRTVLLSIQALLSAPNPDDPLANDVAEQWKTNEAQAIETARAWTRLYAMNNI
# SENP8 block-2 – SENP8 (human) protease inhibition | Q96LD8 | recombinant SENP8, Nedd8 substrate fluorescence | inhibition, % at 20 µM | hit rate 0.64% among 360,000 | AID 602440; in the data active means inhibition mostly above about 40%, no sharp cut-off; inactive means mostly below about 27%
# SENP6 block – blocks the human protease SENP6 | hit rate 1.8% among 330,000 | Recombinant SENP6 catalytic domain, aminoluciferin luminescence | inhibition, % at 10 µM | Q9GZR1;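 active means inhibition above about 50% at the single tested dose, limit read from the data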;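 further: plate controls were DMSO wells with enzyme for no effect and DMSO wells lacking enzyme for full effect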
# beta cell repl – inducers of beta-cell replication in MIN6 cells; hit rate 0.29% among 330,000; MIN6 cells proliferation, ATPlite luminescence, 48 h; cells starved in 0.2% serum; 100% = growth in 10% serum; proliferation, % at 10 µM; AID 2380;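 active means compounds whose signal lies at least 3.5 SD above the mean of all wells on their plate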;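 further: 0% = DMSO-treated cells in low-serum medium and 100% = 10% serum control; some compounds called inactive have numbers as strong as hits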
# SENP7 inh – inhibitors of human SENP7 protease; Q9BQF6; recombinant SENP7, Z-RLRGG-aminoluciferin luminescence, 40 min; inhibition, % at 5 µM; hit rate 1.5% among 330,000; AID 434973;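 active means inhibition above about 50% at the single test dose, limit read from the data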;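 further: plate controls were DMSO with enzyme for no effect and no enzyme buffer wells for full effect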
# Target sequence (Q9BQF6 706-1050 limits assumed): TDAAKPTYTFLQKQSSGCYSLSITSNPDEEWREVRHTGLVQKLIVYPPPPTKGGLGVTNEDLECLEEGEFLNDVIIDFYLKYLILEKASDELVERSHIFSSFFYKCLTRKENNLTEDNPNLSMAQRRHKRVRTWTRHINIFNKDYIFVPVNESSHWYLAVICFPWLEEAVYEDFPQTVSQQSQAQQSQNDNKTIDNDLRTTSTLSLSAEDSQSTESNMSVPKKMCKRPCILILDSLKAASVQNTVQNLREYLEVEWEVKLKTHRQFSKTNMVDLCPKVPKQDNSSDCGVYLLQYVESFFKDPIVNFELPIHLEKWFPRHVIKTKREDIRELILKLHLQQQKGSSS
# SENP1 inh – blocks the human SENP1 SUMO protease catalytic domain; Q9P0U3; recombinant SENP1 catalytic domain, CyPet-SUMO1-YPet FRET cleavage; inhibition, % at 10 µM; hit rate 0.21% among 360,000; AID 624204;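 active means inhibition at least 30% at 10 µM, raw YFP signal under a set limit, fluorescence ratio 0.5 to 1.5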;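 further: 0% = enzyme with DMSO and 100% = no enzyme wells; some results filed as inactive read as strong as hits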
# Target sequence (Q9P0U3 419-644 limits assumed): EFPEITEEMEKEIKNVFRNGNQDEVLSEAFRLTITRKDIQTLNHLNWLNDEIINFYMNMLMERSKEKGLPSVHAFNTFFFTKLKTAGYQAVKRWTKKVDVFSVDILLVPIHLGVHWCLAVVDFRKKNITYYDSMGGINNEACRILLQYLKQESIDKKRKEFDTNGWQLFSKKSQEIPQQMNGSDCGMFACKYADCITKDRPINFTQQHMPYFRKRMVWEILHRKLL
#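 Compound: 10 µM single point, 0.5% DMSO; Test system: hSENP1 catalytic domain, recombinant; Timing: 50 min reaction at room temperature; Technique: FRET, CFP and YFP emission; Control set: no-enzyme wells low, DMSO-plus-enzyme wells high control.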
# HKDC1 inh – inhibitors of human hexokinase HKDC1. Q2TB90. recombinant HKDC1, G6PDH/diaphorase resazurin coupled fluorescence. inhibition, % at 20 µM. hit rate 0.16% among 340,000;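 active means inhibition above about 35% when tested at 20 µM, limit read from the data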;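 further: plate controls were DMSO wells with enzyme for no effect and DMSO wells lacking enzyme for full effect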
#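 Material: recombinant HKDC1 hexokinase; Amount: HKDC1 at 5 µg/mL; Medium: Tris pH 8.0 buffer with MgCl2, Tween-20, BSA, BME; Schedule: 90 min reaction incubation at room temperature, dark; Technique: coupled resazurin fluorescence, excitation 525 nm, emission 613 nm.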
# Active calls of the source: *; nt = no result given.
SMILES,SENP8 block-1,PfG6PD inh,UBC13 polyUb,SENP8 block-2,SENP6 block,beta cell repl,SENP7 inh,SENP1 inh,HKDC1 inh
CC1Cc2ccccc2N1Cc1cc(=O)n2ccsc2n1 (stereo not drawn),-6,29,-2,-106,0,0,-3,-22,7
Cc1c(CC(=O)N2CCN(C(=O)C3COc4ccccc4O3)CC2)c(=O)oc2c(O)c(O)ccc12 (stereo not drawn),16,19,-19,-291,11,-7,7,3,19
CCOC(=O)N1CCN(c2nc3ccccc3nc2C(C#N)C(=O)NCCc2ccccc2)CC1 (stereo not drawn),-2,-11,-6,0,5,-7,13,-13,-1
CC(=O)c1ccc2noc(-c3ccc(Cl)cc3)c2c1,9,-2,-2,-95,-2,2,6,-41,-5
CCOC(=O)C1Cc2ccccc2CN1 (stereo not drawn),-1,-2,6,18,11,-2,12,1,-6
COc1ccc(CCNC(=O)C(=O)N2CCCCC2)cc1OC,-14,-4,-4,16,-16,-3,-10,2,0
COc1ccc(NC(=O)COC(=O)/C=C/C(=O)OCC(=O)Nc2ccc(OC)c(Cl)c2)cc1Cl,-11,-2,-11,13,-6,-7,-3,4,3
Fc1ccc(-c2cc(C(F)(F)F)nc(NCc3cccs3)n2)cc1,-4,4,0,-247,-5,-2,-10,2,8
S=C(Nc1ccc(Cl)c(Cl)c1)NN1CCOCC1,8,-20,0,16,-3,0,18,0,12
O=[N+]([O-])c1cc(C(F)(F)F)cc([N+](=O)[O-])c1NCCCNc1ccc([N+](=O)[O-])c2cccnc12,-7,2,-21,31,-5,0,8,-12,6
Cc1ccc(-c2nc(P(=O)(c3ccccc3)c3ccccc3)c(N3CCOCC3)o2)cc1,-11,4,-4,-138,-13,-1,-1,1,-2
CCCn1c(NCc2ccco2)nc2c1c(=O)n(C)c(=O)n2C,-2,3,-4,17,-24,-2,3,0,-1
O=[N+]([O-])c1ccc(CSc2ccc(S(=O)(=O)N3CCCCC3)cn2)cc1,-6,37,-13,1,5,-5,-1,1,-3
N/C(Cn1cncn1)=N\NC(=O)C(=O)Nc1ccc(Cl)cc1Cl,3,-8,-2,0,-24,-3,0,1,-6
COc1ccc2[nH]c(C(=O)NCCc3ccccc3)cc2c1,-14,10,4,-372,-12,2,-6,2,5
COc1cccc(NC(=O)c2c(C)nn(-c3ccccc3)c2Cl)c1,2,20,33,3,10,-1,12,0,-2
CCCCn1nc(NC(=O)c2cccs2)c2cc3cc(OC)ccc3nc21,-6,19,5,-411,-11,-4,-9,-16,11
CCN(CC)C(=O)c1ccc(C(=O)Nc2ccc(F)cc2)cc1,-5,-12,0,22,1,-3,-8,2,2
Cc1ccccc1-n1ncc2c1CC(C)(C)CC2NC(=O)c1ccncc1 (stereo not drawn),-2,-3,11,5,15,-1,-1,1,-2
CCOc1ccc(Nc2nc(N(C)c3ccccc3)nc(N)c2[N+](=O)[O-])cc1,1,-9,-2,28,-16,3,-2,2,-7
Cc1noc(C)c1S(=O)(=O)N(CC(=O)NCCc1ccccc1)c1ccc(C(C)C)cc1,-9,3,-8,23,4,-2,1,2,-1
COc1ccccc1CCC(=O)OCC(=O)Nc1cccc(S(=O)(=O)N2CCCCC2)c1,-3,4,-3,11,-11,-2,-11,3,1
CC(=O)c1c(C)oc(C)c1CSCc1ccc(C(=O)O)o1,0,21,-10,-3,-10,-3,2,-2,2
Cc1c(C)[n+](=O)c(C)c(C)n1[O-],nt,-1,nt,8,nt,nt,nt,1,-8
CCCCCCCCNS(=O)(=O)CCNCCCC,nt,-3,nt,14,nt,nt,nt,0,1
CCOc1nc(Nc2ccc(OC)c(Cl)c2)nc(OCC)n1,2,4,7,12,-5,-2,-4,1,0
Cc1cccc(NC(=O)CCc2c(C)nn(-c3ccc(N4CCCCC4)nn3)c2C)c1,1,12,-20,-34,13,1,13,0,-7
CCN(CC)C(=O)COc1ccc2oc(-c3ccco3)cc(=O)c2c1,7,7,8,-341,-1,-3,13,4,-5
Cc1ccc(C(=O)N/C(=C\c2cccs2)C(=O)NCCCn2ccnc2)cc1,-3,-24,1,4,-12,0,-2,1,11
COc1ccc(NC(=O)CC2Nc3cc(C)c(C)cc3NC2=O)c([N+](=O)[O-])c1 (stereo not drawn),0,-9,-53,24,-6,-5,-5,2,-2
O=C(NCc1ccccn1)C1COc2ccccc2O1 (stereo not drawn),-1,17,2,23,-3,-2,4,0,-5
CC(C)(C)n1nc2c(c1NC(=O)c1c(F)cccc1F)CS(=O)(=O)C2,3,-2,-3,14,4,-1,5,0,-2
CCN(CC)CC(=O)c1c[nH]c2ccc(C)cc12,2,11,3,-9,2,0,-2,-11,-6
CCN(CC(=O)NCc1cccs1)C(=O)c1ccc(S(=O)(=O)Nc2ccccc2OC)cc1,5,7,-9,8,2,-4,-7,0,-4
Cc1c(C(=O)NCC2CCCO2)oc2ccc(Br)cc12 (stereo not drawn),-5,-8,-4,-9,-1,-5,-6,-4,2
Cc1ccccc1Nc1nc(N)nc(COC(=O)[C@@H](NC(=O)c2ccccc2Cl)C(C)C)n1,6,13,2,10,-3,9,-1,0,6
COc1cccc(CNC(=O)C(=O)NCCc2ccc(OC)c(OC)c2)c1,-1,-8,-3,-3,-15,0,-9,1,-7
Cc1ccccc1OCCC(=O)NNC(=O)COc1cccc(F)c1,4,0,5,12,-11,-1,7,0,-1
Cc1ccccc1OCC(O)Cn1c(NCc2ccco2)nc2c1c(=O)[nH]c(=O)n2C (stereo not drawn),-8,9,-5,-3,-2,-2,-6,2,6
O=[N+]([O-])c1c(C(Cl)Cl)nn(-c2ccccc2)c1N1CCCC1,-10,-10,-12,26,-14,-4,14,2,1
O=C(NCCN1CCOCC1)c1c(O)nc2sccn2c1=O,-3,-7,-5,4,-7,-1,-4,1,-4
COc1cccc2c1OCC(CN1CCN(Cc3ccccc3F)C(CCO)C1)=C2 (stereo not drawn),-3,11,-3,6,-17,-2,-11,-1,-5
O=C(CN1CCN(S(=O)(=O)c2ccc(F)c(F)c2)CC1)Nc1ccccc1C(=O)NC1CC1,-7,8,2,1,0,1,7,0,-4
O=C1N=C(C=c2ccc(=Cc3[nH]c(=O)[nH]c3O)cc2)C(=O)N1,-9,nt,-9,nt,-19,1,-8,nt,nt
COCCC(=O)N1CCC(Oc2ccc(C(=O)NCCc3cnn(C)c3)cc2)CC1,-8,-22,-8,-14,-22,-1,-15,1,0

# Single records (already shown):
# N/C(Cn1cncn1)=N\NC(=O)C(=O)Nc1ccc(Cl)cc1Cl is listed as SENP8 block-1 = 3; PfG6PD inh = -8; UBC13 polyUb = -2; SENP8 block-2 = 0; SENP6 block = -24; beta cell repl = -3; SENP7 inh = 0; SENP1 inh = 1; HKDC1 inh = -6
# Cc1ccccc1OCCC(=O)NNC(=O)COc1cccc(F)c1 is listed as SENP8 block-1 = 4; PfG6PD inh = 0; UBC13 polyUb = 5; SENP8 block-2 = 12; SENP6 block = -11; beta cell repl = -1; SENP7 inh = 7; SENP1 inh = 0; HKDC1 inh = -1
# O=[N+]([O-])c1cc(C(F)(F)F)cc([N+](=O)[O-])c1NCCCNc1ccc([N+](=O)[O-])c2cccnc12 is listed as SENP8 block-1 = -7; PfG6PD inh = 2; UBC13 polyUb = -21; SENP8 block-2 = 31; SENP6 block = -5; beta cell repl = 0; SENP7 inh = 8; SENP1 inh = -12; HKDC1 inh = 6

# Other records
SMILES,SENP8 block-1,PfG6PD inh,UBC13 polyUb,SENP8 block-2,SENP6 block,beta cell repl,SENP7 inh,SENP1 inh,HKDC1 inh
N#Cc1cc2c(nc1SCC(=O)Nc1sc3c(c1C#N)CCC3)CCCCCC2,-8,-14,-8,17,-12,-5,-9,-64,4
Cn1c(SCC(=O)NCc2ccco2)nnc1-c1c[nH]c2ccccc12,7,1,6,11,11,2,5,2,2
COc1ccc(C2CC(=O)n3c(nc4ccccc43)S2)cc1OC (stereo not drawn),2,-5,-3,15,2,-3,0,-1,-1
CCCCCCCCOC1OC(CO)C(O)C(O)C1NC(C)=O (stereo not drawn),-4,-8,-8,20,-5,-3,-1,3,-5
COC(=O)c1[nH]c2ccc(Cl)cc2c1NC(=O)c1ccccc1[N+](=O)[O-],-14,12,-9,12,-11,-2,-7,-1,-14
C[C@@H](C(=O)NCc1ccccc1)[C@H]1C[C@]1(C)[C@H](NC(=O)OCc1ccccc1)c1ccccc1,3,-4,5,22,1,-6,-7,1,2
COc1ccc(C2(c3ccc(OC)cc3)NC(=O)N(CC(=O)Nc3ccc(N4CCOCC4)cc3)C2=O)cc1,-7,2,-6,12,-4,-3,-6,2,3
CS(=O)(=O)c1ccc2nc(NC(=O)CN3C(=O)NC4(CCCC4)C3=O)sc2c1,6,-5,3,-14,3,-4,-1,-3,-5
O=C(NC(=S)N1CCOCC1)c1ccccc1Cl,-10,5,-5,6,-10,-3,-10,-1,-5
N=c1c(C(=O)NCC2CCCO2)cc2c(=O)n3ccccc3nc2n1Cc1ccccc1Cl (stereo not drawn),-3,-9,-8,-342,-2,-7,9,-26,2
CCOC(=O)c1cn(CC(=O)Nc2ccc3c(c2)OCCO3)nn1,-4,-12,-3,11,11,2,-3,-1,-4
O=C(Cc1ccccc1F)Nc1nc(-c2cccnc2)cs1,-6,-9,-11,-32,-18,-2,-2,-42,12
Nc1c(N=Nc2cccc(Cl)c2)c(=O)[nH]n1-c1ccccc1,-2,-5,-27,31,-10,-4,-1,2,-4
CC#CCc1cc2ccccc2c(=O)o1,-16,2,-5,17,-19,1,-4,-6,-2
CCC(=O)N(Cc1cc2cccc(C)c2[nH]c1=O)c1ccccc1OC,-8,0,6,-27,5,-2,-1,0,-11
CCOc1ncccc1C(=O)NCCc1ccc(Cl)cc1,-2,3,-4,15,-5,1,-8,-1,3
CN1CCC(=NNc2ccc(S(=O)(=O)N3CCOCC3)cc2[N+](=O)[O-])CC1,3,-7,-36,15,11,0,-2,-2,-2
N/C(=N\OC(=O)CC1CCCCC1)c1ccccc1,18,0,-3,13,40,-5,22,0,17
O=C(CN1C(=O)CCC1=O)c1ccc(-c2ccccc2)cc1,-8,-15,19,7,2,-3,1,0,-2
O=C(NNC(=O)C1CCCO1)c1ccc(Cl)cc1 (stereo not drawn),5,-6,4,5,-8,8.5*,5,0,-2
COc1ccc(-n2c(SCc3ccc(C#N)cc3)nnc2-c2ccccn2)cc1,0,24,6,7,-15,-2,-5,2,-3
CCOC(=O)c1cc(CC)sc1NC(=O)COC(=O)C1CCC1,-2,0,3,9,-3,2,-6,1,2
O=C(Cn1cc2c(n1)CCCCC2)Nc1c(F)cc(F)cc1Br,-1,6,8,26,0,2,1,-3,-6
COc1ccc(NC(=O)COc2ccccc2F)cc1S(=O)(=O)N1CCCCC1,-7,-5,-3,17,-28,0,6,-2,5
O=C(CSc1nnc(-c2c[nH]c3ccccc23)n1-c1ccc(F)cc1)NCc1ccco1,-3,43,2,8,-5,1,-5,0,-2
COc1ccc(-c2csc(Nc3cccnc3)n2)cc1OC,-2,8,9,9,-3,-1,-4,2,-2
COc1ccc(CN2CCOCC2)cc1Br,4,-7,11,18,-16,-4,9,1,0
CCOc1ccccc1NC(=O)c1ccc(Cl)c(NC(=O)CC(c2ccccc2)c2ccccc2)c1,0,5,-6,2,-7,-3,7,2,-11

# Rows are unselected; any-hit rate near 4%.
